# Source: PubChem (several laboratories)
# APP transl inh – inhibitors of APP translation via 5'UTR reporter, primary screen, APP 5'UTR luciferase, SH-SY5Y cells; SH-SY5Y APP 5'UTR-luciferase reporter, luminescence; actives 0.82% (n = 190,000); inhibition, % at 2 µM;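 active = inhibition above a set limit, derived from the sample mean plus 3 SD, cut at about 45% in these data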; note: values of inactives mirror those of a sister screen read the other way
# Hsp70 act – Hsp70 transcriptional activators, primary screen, cell-based, HeLa, Hsp70 promoter luciferase, luminescence, 10 µM; HeLa Hsp70 promoter luciferase reporter; scaled: vehicle 0, proteasome-inhibitor control 100%; activation, % at 10 µM; actives 0.04% (n = 200,000);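 active = activation above the mean across all tested compounds plus 3 SD, cutoff set per campaign, cut at about 5.5% in these data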;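 note: 100% = MG132 at 30 µM as the positive control and 0% = DMSO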
# APP 5'UTR act – activators of APP 5'UTR luciferase reporter, primary screen, SH-SY5Y cells; SH-SY5Y APP 5'UTR luciferase reporter, luminescence; zero percent = DMSO vehicle wells; activation, % at 2 µM; actives 1% (n = 190,000);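 active = activation above a set limit, based on mean plus 3 SD of controls, cut at about 140% in these data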; note: values of inactives mirror those of a sister screen read the other way
# NF-kB neuron act – activators of NF-kB expression in neurons, primary screen, cell-based, HTS; human neuronal cells, NF-kB reporter expression; active compounds read high; fold change at 12.5 µM; actives 1.6% (n = 190,000); AID 1239, 2008; in the data active = fold change above about 3.3
# Efa HMGR inh – inhibitors of E. faecalis class II HMGR, primary screen, biochemical, Enterococcus faecalis. HMG-CoA reductase (Enterococcus faecalis, mvaE). purified E. faecalis HMGR, NADPH absorbance 340 nm kinetic. inhibition, % at 10 µM. actives 0.41% (n = 190,000). AID 1066, 2008;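 active = inhibition above a set limit, the median over all tested compounds plus 3 SD, cut at about 9.5% in these data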;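 note: enzyme runs in reverse so mevalonate oxidation gives rising NADPH absorbance; 0% = complete reaction with DMSO and 100% = background rate lacking mevalonate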
# G6PDH counter – L. mesenteroides G6PDH inhibitors, counter-screen for G6PDH-coupled screening assays, biochemical, Leuconostoc mesenteroides enzyme | inhibition, % at 5 µM | actives 0.12% (n = 200,000) | glucose-6-phosphate dehydrogenase [Leuconostoc mesenteroides] | AID 1020, 2008 | Purified L. mesenteroides G6PDH, diaphorase/resazurin coupled fluorescence, 45 min; in the data active = inhibition above about 50%
# FLuc stim CS – FLuc activators, initial screening, artefact control for FLuc-dependent activation tests, biochemical, ATPlite luminescence | Luciferin 4-monooxygenase (Photinus pyralis), P08659 | ATPlite luciferase biochemical, 10 min; 0 = ATP-free wells, 1 = DMSO control | activation factor at 10 µM | 200,000 tested, under 10 active;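 active = luciferase activation factor, scaled between plate controls, of at least 2 with compound at 10 µM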
# Target sequence (P08659 whole entry, looked up): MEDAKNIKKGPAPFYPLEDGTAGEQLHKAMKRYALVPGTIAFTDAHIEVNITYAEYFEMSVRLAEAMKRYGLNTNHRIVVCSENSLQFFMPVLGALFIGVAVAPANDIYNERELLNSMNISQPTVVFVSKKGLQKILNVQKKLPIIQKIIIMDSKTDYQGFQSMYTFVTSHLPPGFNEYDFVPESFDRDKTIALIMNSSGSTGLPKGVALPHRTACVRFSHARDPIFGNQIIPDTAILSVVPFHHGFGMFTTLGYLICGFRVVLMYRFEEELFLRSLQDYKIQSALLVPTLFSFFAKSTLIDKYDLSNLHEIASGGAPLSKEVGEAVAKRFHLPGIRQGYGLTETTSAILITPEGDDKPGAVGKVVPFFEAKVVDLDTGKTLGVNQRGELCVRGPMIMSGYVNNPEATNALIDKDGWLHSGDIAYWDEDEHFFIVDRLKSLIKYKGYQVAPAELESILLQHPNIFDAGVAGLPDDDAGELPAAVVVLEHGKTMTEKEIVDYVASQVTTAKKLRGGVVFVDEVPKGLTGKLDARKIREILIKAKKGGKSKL
#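 Assay system: Luciferase/luciferin detection reagent, cell-free biochemical luciferase assay / Also added: ATP substrate / Schedule: 10 min at ambient temperature / Measured by: luminescence measurement of luciferase light output / Benchmarks: low control with PBS replacing ATP, high control enzyme plus ATP without compound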
# FLuc inh counter – firefly luciferase enzyme inhibitors, primary screen, artefact control for luciferase-based inhibitor screens, biochemical, luminescence, ATPLite. inhibition, % at 10 µM. Luciferin 4-monooxygenase (Photinus pyralis), P08659. 10 min. actives 1.5% (n = 200,000);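 active = inhibition above about 50% when tested at 10 µM, limit read from the data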
# Redox H2O2 prof – compounds producing H2O2 with reducing agent – biochemical, NIH compound library profiling, artefact control for MLSCN library redox annotation, primary screen. DTT-dependent redox cycling H2O2, phenol red/HRP absorbance; 100% = 100 µM peroxide control, 0% = buffer. activation, % at 10 µM. actives 0.03% (n = 200,000);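 active = activation of at least 50% relative to the plate's high and low controls in the primary single-dose screen; inactive = activation below 50%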;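 note: compound incubated with DTT at 0.8 mM final as the reducing agent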
# STAT1 act – STAT1 signaling activators, primary screen, cell-based, HTS, luciferase reporter. NIH 3T3 STAT1-luciferase reporter, IFN-gamma, luminescence; 100% = IFN-gamma alone, no compound. activation (% of control), % at 5.5 µM. actives 2.6% (n = 200,000);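 active = activation above the screen-wide mean activation plus 3 SD, cut at about 130% in these data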;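 note: raw ratio to IFN-gamma control signal so 100% means no change and 0% no light; values of inactives mirror those of a sister screen read the other way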
# Starred values were filed as active, the others as inactive.
nr	Compound	FLuc inh counter	NF-kB neuron act	Efa HMGR inh	FLuc stim CS	Hsp70 act	STAT1 act	APP 5'UTR act	Redox H2O2 prof	G6PDH counter	APP transl inh
1	O=C1Cc2cccc3cccc1c23	1.0	1.07	1.4	1	-0.2	106.0	13.0	0.2	6.3	-13.0
2	CSc1nnc(-c2cc3c(s2)-c2ccccc2CC3)o1	5.2	3.19	0.1	0.9	-0.1	136.5*	122.3	1.4	-37.7	-122.3
3	Cc1cc(OCC(=O)NCc2ccncc2)ccc1Cl	-2.1	1.17	-0.3	1	0.0	104.6	3.4	-1.2	3.5	-3.4
4	O=C(NCCCc1ccccc1)c1ccncc1	-5.9	1.11	-4.5	1.1	-0.4	104.0	-12.6	2.3	11.9	12.6
5	COc1ccc(S(=O)(=O)n2cnc3cc(C)c(C)cc32)cc1	-8.5	1.21	-10.3	1.1	0.2	88.6	-5.8	0.5	19.0	5.8
6	O=C(CN1CCN(S(=O)(=O)c2ccc3ccccc3c2)CC1)N1CCc2ccccc2C1	-11.4	0.9	-2.4	1.1	-0.5	95.0	-9.1	-5.0	-1.0	9.1
7	O=C(O)C1C2C=CC(C2)C1C(=O)NC1CCN(Cc2ccccc2)CC1 (stereo unspecified)	-2.1	1.52	-0.5	1	-0.2	93.3	8.7	-0.5	7.5	-8.7
8	O=C(O)c1cccc(NC(=S)NC(=O)c2ccc(-c3ccc(Cl)cc3)o2)c1	-4.1	1.41	-1.5	1	0.4	106.8	-3.8	6.5	2.3	3.8
9	Cc1ccc(-n2c(SCC(=O)N3CC(=O)Nc4ccccc43)nc3ccccc3c2=O)cc1C	1.7	0.44	-1.4	1	-0.3	105.8	16.5	0.3	-23.6	-16.5
10	O=C(CSc1cccc2cccnc12)N/N=C/c1ccncc1	-2.7	1.52	0.0	1	-0.4	98.9	3.8	-0.3	1.2	-3.8

# A run of entries taken from the entries so far:
nr	Compound	FLuc inh counter	NF-kB neuron act	Efa HMGR inh	FLuc stim CS	Hsp70 act	STAT1 act	APP 5'UTR act	Redox H2O2 prof	G6PDH counter	APP transl inh
1	O=C1Cc2cccc3cccc1c23	1.0	1.07	1.4	1	-0.2	106.0	13.0	0.2	6.3	-13.0
2	CSc1nnc(-c2cc3c(s2)-c2ccccc2CC3)o1	5.2	3.19	0.1	0.9	-0.1	136.5*	122.3	1.4	-37.7	-122.3
3	Cc1cc(OCC(=O)NCc2ccncc2)ccc1Cl	-2.1	1.17	-0.3	1	0.0	104.6	3.4	-1.2	3.5	-3.4
4	O=C(NCCCc1ccccc1)c1ccncc1	-5.9	1.11	-4.5	1.1	-0.4	104.0	-12.6	2.3	11.9	12.6

# (listing goes on)
nr	Compound	FLuc inh counter	NF-kB neuron act	Efa HMGR inh	FLuc stim CS	Hsp70 act	STAT1 act	APP 5'UTR act	Redox H2O2 prof	G6PDH counter	APP transl inh
11	CC(=O)Nc1ccc(Sc2ncccc2C(=O)Nc2cc(Cl)cc(Cl)c2)cn1	-3.9	0.95	4.0	1	0.4	108.1	-0.1	2.1	4.0	0.1
12	Cc1onc(-c2ccccc2Cl)c1C(=O)Nc1ccc2c(c1)OCO2	-5.0	1.23	-3.8	1.1	0.0	99.8	-1.1	-0.2	4.3	1.1
13	CC(C)(/C=N/NC(=O)CSCc1ccc(Cl)cc1)CCC#N	-2.8	1	-8.5	1	-0.5	98.8	3.9	-1.3	9.6	-3.9
14	COc1ccc(Cl)cc1NC(=O)CN(C)CC(=O)Nc1ccccc1N1CCOCC1	-3.5	1.38	-1.3	1	0.1	96.8	-83.2	-2.2	-5.2	83.2*
15	O=C(CN1C(=O)c2ccccc2C1=O)OCC(=O)N1CCc2ccccc2C1	0.5	1.04	-3.1	1	-0.4	97.9	-10.4	-1.4	-0.5	10.4
16	O=C(Nc1ccc(N2CCN(C(=O)c3ccco3)CC2)c(Cl)c1)c1cccs1	-3.5	0.35	-0.3	1	-0.1	101.3	15.3	0.4	-50.1	-15.3
17	CCCCc1nc(SCC(=O)Nc2cc(C)on2)n[nH]1	-6.9	0.86	-0.6	1.1	-0.3	101.4	5.7	0.8	19.4	-5.7
18	CCOC(=O)N1CCN(CCC(=O)c2ccc(OC)cc2)CC1	1.6	1.09	-8.5	1	-0.2	98.3	12.0	-1.0	4.9	-12.0
19	O=C(CC1NCCc2ccccc21)Nc1ccccc1 (stereo unspecified)	-6.0	1.55	-0.9	1.1	-0.4	107.2	23.6	10.5	-0.9	-23.6
20	Cc1ccc(N=Cc2cc(Cl)cc(Cl)c2O)nc1	-4.5	1.11	1.5	1	-0.2	101.9	1.0	-0.2	15.7	-1.0
21	CC(C)(O)C#Cc1ccc([C@@H]2C[C@H]3CN(c4ccccc4)C(=O)[C@]34CCCN24)s1	-7.3	0.61	-1.2	1.1	0.1	98.1	-81.6	-0.7	8.1	81.6*
22	Cc1ccc(NC(=O)C/C(N)=N/OC(=O)c2ccccc2)cc1	-1.9	1.05	-7.1	1	-0.2	99.6	3.8	-0.5	-3.1	-3.8
23	CCC(C)C(NC(=O)OCc1ccccc1)C(=O)OCN1C(=O)c2ccccc2C1=O (stereo unspecified)	-3.9	2.36	-2.5	1	0.3	88.3	-12.2	3.7	4.1	12.2
24	CCN(CC)S(=O)(=O)c1ccc(C(=O)N2CCCCC2)cc1	-1.3	0.82	-1.2	1	-0.6	94.2	3.8	0.3	11.8	-3.8
25	O=C(Nc1ccccc1C(=O)N1CCCCC1)c1cccc(S(=O)(=O)N2CCOCC2)c1	-0.4	1.16	3.9	1	-0.4	86.6	10.7	1.6	3.6	-10.7
26	CC(=O)C(Cl)C(=O)Nc1ccccc1 (stereo unspecified)	-6.3	1.04	7.5	1.1	0.1	107.3	24.4	0.3	4.1	-24.4
27	CC(=O)C1=C(c2ccccc2)OC(N)=C(C#N)C1c1ccc(O)cc1 (stereo unspecified)	-0.7	0.97	-1.2	1	-0.4	103.5	11.2	-0.5	1.5	-11.2
28	CC(C)c1nnc(NC(=O)C2CCCN2S(=O)(=O)c2ccc(Cl)cc2)s1 (stereo unspecified)	-3.9	1.13	-6.0	1	-0.2	121.7	14.1	2.4	2.2	-14.1
29	O=S(=O)(c1ccccc1)c1cnn2c(C(F)(F)F)cc(-c3ccc(F)cc3)nc12	-7.5	1.03	-1.5	1.1	-0.2	102.6	-8.1	1.7	7.0	8.1
30	COc1ccc(/C=N/NC(=O)c2c(-c3ccccc3)noc2C)cc1	-5.8	1.23	-0.9	1.1	0.1	103.0	27.3	0.1	13.8	-27.3
31	CCOC(=O)c1sc2nc(C)n(N)c(=O)c2c1C	-7.3	1.26	-1.1	1.1	-0.2	103.9	15.0	-0.9	1.9	-15.0
32	O=C(CN1CCCCC1)Nc1cccc(Cl)c1Cl	-3.8	1.78	-2.6	1	-0.3	105.7	-10.7	1.2	-14.5	10.7
33	CCOC(=O)N1CCN(C(=O)c2oc3ccc(S(=O)(=O)N4CC(C)CC(C)C4)cc3c2C)CC1 (stereo unspecified)	-5.0	0.95	-4.1	1.1	-0.3	90.3	4.2	2.0	5.4	-4.2
34	O=C(CSc1nnc2ccccn12)NCc1cccs1	1.0	1.1	0.6	1	-0.2	105.7	16.0	-0.1	18.0	-16.0
35	COc1ccc(CC(NC(C)=O)C(=O)NC2CCN(C(=O)NCc3ccccc3)CC2)cc1 (stereo unspecified)	-2.7	1.25	0.1	1	-0.1	100.5	10.6	0.8	-1.7	-10.6
36	Cc1nn(Cc2ccccc2Cl)c(C)c1C(=O)NCCN1C(=O)S/C(=C\c2ccccc2)C1=O	-2.1	0.93	-3.0	1	-0.1	105.8	-2.4	-0.4	-11.8	2.4
37	Cn1nnc(C(O)CNCc2ccc(Cl)cc2)n1 (stereo unspecified)	-0.9	0.85	-0.1	1	-0.3	93.9	-0.5	0.0	6.4	0.5
38	Cc1ncc(C[n+]2csc(CCOC(=O)CC34CC5CC(CC(C5)C3)C4)c2C)c(N)n1	-3.4	1.41	-3.4	1	0.1	94.9	0.7	-0.3	-5.6	-0.7
39	COc1ccc(NC(=O)CSC2=NCCN2)cc1	-5.1	1.36	-1.2	1.1	0.0	120.6	-6.1	1.3	2.8	6.1
40	CN1C(=O)CSc2ccc(NC(=O)NCc3ccco3)cc21	-3.6	1.11	-2.0	1	-0.1	97.5	7.3	0.5	11.3	-7.3
41	Cc1nc2cc(Cl)ccc2n1-c1ccccc1	-3.3	1.04	0.3	1	-0.4	95.3	-0.9	0.1	-15.7	0.9
42	COc1ccc(C(=O)c2cnc3ccccc3c2-c2ccccc2)cc1	-1.4	0.59	-6.1	1	-0.4	98.2	2.1	-4.3	2.6	-2.1
43	CCCC(c1nnnn1Cc1ccc(F)cc1)N1CCN(C)CC1 (stereo unspecified)	-2.7	1.01	-3.9	1	-0.2	110.5	0.2	0.3	13.6	-0.2
44	COc1ccccc1/C=c1\sc2nc(-c3ccccc3OC)nn2c1=O	3.8	0.86	-2.6	1	-0.3	89.2	-4.2	-4.9	-8.1	4.2
45	CSc1nc(N)nc(SCC(=O)C(C)(C)C)c1C#N	-3.9	1.44	0.7	1	0.0	99.6	33.5	0.3	1.9	-33.5
46	Cc1sc2nc(C(C)C)nc(SCC(=O)N3CCN(C(=O)c4ccco4)CC3)c2c1C	-9.5	0.4	-1.8	1.1	-0.1	97.7	8.7	-0.4	1.6	-8.7
47	Cc1cccc(C(=O)NCC(=O)OCC(=O)N2CCc3ccccc32)c1	-4.0	1.05	-7.8	1	-0.1	98.5	-1.9	-2.7	4.4	1.9
48	c1ccc(-n2ncc3c2ncn2nc(-c4ccco4)nc32)cc1	39.1	2	-2.8	0.6	0.7	137.0*	93.4	2.1	-0.4	-93.4
49	Cc1ccc(-n2nnnc2SCn2nnc3ccccc3c2=O)cc1	-0.8	2.19	2.1	1	0.2	106.6	57.4	0.1	5.8	-57.4
50	CCNC(=O)c1ccc2c(c1)S(=O)(=O)c1ccccc1C2=O	-5.0	0.93	-1.6	1.1	0.0	104.3	1.9	0.8	10.7	-1.9
51	CCOC(=O)CSc1nc2c(c(=O)n1-c1ccc(OC)cc1)SCC2	-5.9	1.03	-1.8	1.1	-0.1	102.3	-10.5	-1.3	-19.6	10.5
52	Clc1ccc(-n2ncc3c(NCc4ccc5c(c4)OCO5)ncnc32)cc1	-4.1	1.12	1.1	1	-0.3	96.0	23.0	0.1	2.6	-23.0
53	OCCC1CN(Cc2nc3c(s2)CCCC3)CCN1Cc1ccsc1 (stereo unspecified)	-9.0	1.14	-5.0	1.1	-0.3	97.4	-5.6	0.2	9.1	5.6
54	C/C(=N\NC(=O)CCc1ccc(S(=O)(=O)N2CCOCC2)cc1)c1ccc(Br)cc1	-3.5	1.17	-3.8	1	-0.3	101.9	-2.2	-0.9	4.6	2.2
55	CS(=O)(=O)N(CC(=O)Nc1ccccc1C(=O)N1CCCC1)c1cccc([N+](=O)[O-])c1	-7.1	1.02	-12.4	1.1	-0.2	100.0	9.2	-3.7	0.9	-9.2
